Diaph inh CS: counter-screen for diaphorase-based assays: diaphorase inhibitors and chemical oxidizers. inhibition, % at 20 µM. diaphorase resazurin-to-resorufin fluorescence, NADH, 16 min; bacterial (C. kluyveri) enzyme, not human. AID 1217. hit rate 0.69% among 190,000;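 active = primary screen inhibition at 20 µM above a set limit, cut at about 50% in these data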;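 also: plate controls were DMSO with full reaction for no effect and wells lacking NADH for full effect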
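System: Diaphorase enzyme from Clostridium kluyveri | Amount: Enzyme working solution with 0.14 U/mL diaphorase | Benchmarks: No-NADH positive control and DMSO neutral control | Signal: Fluorescence of resorufin formed from resazurin, Ex 544/Em 590 nm | Schedule: 16-min room-temperature incubation before reading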
Diaph act CS: activates diaphorase or chemically reduces, flagging diaphorase assay artifacts | activation factor at 20 µM | Diaphorase/resazurin coupled assay, resorufin fluorescence, 16 min; stronger effect = higher value; 1 = vehicle wells, 0 = NADH-free wells | hit rate 0.005% among 190,000;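 active = diaphorase activity raised at least twofold by the compound at 20 µM; inactive = activation factor below 2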
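Test system: Clostridium kluyveri diaphorase, purified enzyme; input: enzyme 0.07 U/mL final; buffer or medium: 50 mM HEPES pH 7.4 with 4.542 mM MgCl2, 0.005% Tween 20; also added: 0.114 mM NADH and 0.1 mM resazurin, final amounts; schedule: 16 min enzyme reaction, ambient temperature; technique: fluorescence of resorufin, 544 nm excitation, 590 nm emission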
G6PDH counter: inhibits Leuconostoc G6PDH, flagging false hits in G6PDH-based assays; hit rate 0.12% among 200,000; inhibition, % at 5 µM; Purified L. mesenteroides G6PDH, diaphorase/resazurin coupled fluorescence, 45 min; in the data active = inhibition above about 50%
STAT3 act: increases IL-6 driven STAT3 reporter signal. U3A cells, IL-6 STAT3-luciferase reporter, luminescence; 100% = signal with IL-6 EC80 alone. activation (% of control), % at 5.6 µM. hit rate 0.91% among 190,000;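 active = activation above the screen-wide mean of compound activation plus 3 SD, cut at about 130% in these data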;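 also: 0% = background luminescence of wells with medium and substrate only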
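Material: human U3A cells carrying STAT3-luciferase construct. Measured by: reporter luminescence signal. Timing: compound 1 h, then IL-6 6 h at 37 °C.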
Hsp70 act: transcriptional activators of Hsp70 | HeLa Hsp70 promoter luciferase reporter, luminescence; scaled: vehicle 0, proteasome-inhibitor control 100% | activation, % at 10 µM | hit rate 0.04% among 200,000;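 active = activation above the mean across all tested compounds plus 3 SD, cutoff set per campaign, cut at about 5.5% in these data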;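 also: 100% = MG132 at 30 µM as the positive control and 0% = DMSO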
TLR4-MyD88 BLA: inhibitors of human TLR4-MyD88 binding. inhibition, % at 8.4 µM. hit rate 0.18% among 200,000. O00206+Q99836. HeLa CL3-4 TLR4/MyD88 BLA complementation, FRET ratio; in the data active = inhibition above about 25%;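 also: 0% = vehicle and 100% = reference inhibitor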
Target sequence (O00206 whole entry, looked up): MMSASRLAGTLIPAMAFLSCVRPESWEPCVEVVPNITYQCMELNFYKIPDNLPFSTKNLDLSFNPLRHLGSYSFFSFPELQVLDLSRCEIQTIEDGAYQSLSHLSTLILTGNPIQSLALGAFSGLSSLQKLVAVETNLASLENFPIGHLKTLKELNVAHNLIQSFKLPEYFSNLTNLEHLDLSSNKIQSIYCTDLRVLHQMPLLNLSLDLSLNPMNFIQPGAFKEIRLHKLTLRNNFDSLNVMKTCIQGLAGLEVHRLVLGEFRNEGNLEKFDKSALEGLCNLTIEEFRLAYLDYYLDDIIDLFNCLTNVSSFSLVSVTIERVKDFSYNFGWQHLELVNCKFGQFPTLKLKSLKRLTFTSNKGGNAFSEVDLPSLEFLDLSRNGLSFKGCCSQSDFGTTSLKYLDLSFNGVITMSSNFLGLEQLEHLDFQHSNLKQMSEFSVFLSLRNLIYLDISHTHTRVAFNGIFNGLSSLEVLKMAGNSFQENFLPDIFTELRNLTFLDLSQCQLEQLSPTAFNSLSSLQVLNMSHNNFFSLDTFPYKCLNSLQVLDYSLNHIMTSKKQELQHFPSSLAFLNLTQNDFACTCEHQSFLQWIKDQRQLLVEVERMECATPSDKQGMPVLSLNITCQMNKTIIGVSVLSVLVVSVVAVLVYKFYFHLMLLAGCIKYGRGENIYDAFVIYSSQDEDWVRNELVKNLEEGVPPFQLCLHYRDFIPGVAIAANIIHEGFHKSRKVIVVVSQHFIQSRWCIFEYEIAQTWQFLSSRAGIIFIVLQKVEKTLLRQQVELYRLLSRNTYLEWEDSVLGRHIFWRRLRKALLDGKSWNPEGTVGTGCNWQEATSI
Target sequence (Q99836 whole entry, looked up): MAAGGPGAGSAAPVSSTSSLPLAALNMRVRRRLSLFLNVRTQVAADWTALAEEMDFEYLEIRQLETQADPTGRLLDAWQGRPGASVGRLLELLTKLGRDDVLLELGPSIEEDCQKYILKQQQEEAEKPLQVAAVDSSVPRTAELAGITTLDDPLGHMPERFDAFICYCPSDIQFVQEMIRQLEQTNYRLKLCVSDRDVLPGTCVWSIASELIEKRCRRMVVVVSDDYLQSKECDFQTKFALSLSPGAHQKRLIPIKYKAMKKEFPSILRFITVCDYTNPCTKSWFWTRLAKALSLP
APP transl inh: APP translation inhibition. inhibition, % at 2 µM. hit rate 0.82% among 190,000. SH-SY5Y APP 5'UTR-luciferase reporter, luminescence;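 active = inhibition above a set limit, derived from the sample mean plus 3 SD, cut at about 45% in these data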; also: values of inactives mirror those of a sister screen read the other way
STAT1 blocker: STAT1 signaling inhibition; inhibition, % at 5.5 µM; hit rate 0.35% among 200,000; NIH 3T3 STAT1-luciferase reporter, IFN-gamma, luminescence; AID 920;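 active = inhibition above a set limit, the mean inhibition across all tested compounds plus 3 SD, cut at about 34% in these data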;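 also: 0% = IFN-gamma with DMSO and 100% = IFN-gamma with 300 µM nifuroxazide; values of inactives mirror those of a sister screen read the other way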
STAT3 inh: STAT3 signaling inhibition; U3A cells, IL-6 STAT3-luciferase reporter, luminescence; host cell line lacks STAT1; inhibition, % at 5.5 µM; hit rate 0.89% among 190,000; AID 862;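 active = inhibition above the mean inhibition across all screened compounds plus 3 SD, cut at about 44% in these data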;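 also: 0% = DMSO only wells and 100% = 100 µM nifuroxazide control wells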
STAT1 activator: STAT1 signaling activation; NIH 3T3 STAT1-luciferase reporter, IFN-gamma, luminescence; 100% = IFN-gamma alone, no compound; activation (% of control), % at 5.5 µM; hit rate 2.6% among 200,000;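 active = activation above the screen-wide mean activation plus 3 SD, cut at about 130% in these data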;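 also: raw ratio to IFN-gamma control signal so 100% means no change and 0% no light; values of inactives mirror those of a sister screen read the other way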
Active calls of the source: *; nt = not tested or not shown.

1) COc1ccc(NC(=S)NC(=O)c2ccc(Br)o2)cc1
2) N=C1/C(=C\c2ccc(OCc3ccccc3)cc2)C(=O)N=C2SC(N3CCCC3)=NN12
3) Nc1cc(S(=O)(=O)N2CCOCC2)ccc1Oc1ccc(F)cc1
4) CN(C)/C=C1\C(=O)NN=C1c1ccccc1
5) NC(N)=N/N=C/c1cc([N+](=O)[O-])ccc1O
6) CCCc1cc(-c2nc(N)ncc2-c2csc(C)n2)c(O)cc1OC
7) COC(=O)C(CCSC)NC(=O)CNC(=O)C1CCCCC1 (configuration not stated)
8) CCC(C)NC(=O)CCn1c(-c2ccc(F)cc2)cc(C(C)=O)c1C (configuration not stated)

Compound,1,2,3,4,5,6,7,8
STAT3 inh,4,nt,27,4,4,5,7,8
STAT1 blocker,-54,-7,11,5,-2,-4,-5,-9
Diaph act CS,1,0.7,0.9,0.9,0.8,0.8,0.8,0.8
Diaph inh CS,-2,26,11,11,20,17,22,18
APP transl inh,-32,-6,-15,8,-23,5,-27,13
STAT3 act,100,nt,82,103,99,97,99,100
Hsp70 act,0.1,0.5,0.1,-0.2,-0.1,0.0,-0.2,0.0
G6PDH counter,4,9,1,4,-7,1,0,0
STAT1 activator,147*,105,88,95,102,104,106,109
TLR4-MyD88 BLA,18,-22,2,-1,3,4,18,-4

9) COc1ccc(-c2cc(=Nc3ccc(C(=O)O)cc3)c3cc(C)ccc3o2)cc1
10) CCOc1cc(/C=N/Nc2nc3ccccc3[nH]2)cc(Br)c1OCC(=O)N(C)C
11) CN1CCCC(OC(=O)c2cc(Cl)ccc2Cl)C1 (configuration not stated)
12) CCOC(=O)N1CCN(C(=O)C2CCN(S(=O)(=O)c3ccc(Cl)cc3)CC2)CC1
13) Cc1cc(NC(=O)CCCC(=O)OCC(F)(F)C(F)F)cc(C)c1C(=O)O
14) O=C1NC(=O)/C(=C\c2ccccc2OCc2cccc([N+](=O)[O-])c2)N1
15) CSCCC(NC(=O)c1ccco1)C(=O)OC(C)C(=O)NC(=O)NC1CCCCC1 (configuration not stated)
16) CN(C)S(=O)(=O)c1cc(NC(=O)COC(=O)c2ccc3c(c2)OCO3)ccc1Cl

Compound,9,10,11,12,13,14,15,16
STAT3 inh,18,11,19,-6,4,-2,14,-6
STAT1 blocker,-20,-12,9,2,0,-9,11,-6
Diaph act CS,0.8,1,1,1,1,0.9,0.9,0.9
Diaph inh CS,24,-2,4,3,1,11,8,9
APP transl inh,-209,-11,1,6,-10,2,2,6
STAT3 act,91,93,89,106,99,102,93,101
Hsp70 act,-0.1,-0.3,-0.1,-0.3,0.1,-0.3,-0.2,-0.2
G6PDH counter,0,4,6,8,9,-16,-16,-9
STAT1 activator,117,110,92,96,100,108,90,105
TLR4-MyD88 BLA,-28,2,-7,5,-11,-4,2,4

17) COc1cccc(C(=O)N2CCN=C2SC)c1
18) CC(=O)c1ccccc1NC(=O)CC1(CC(=O)O)CCCCC1
19) O=C(Nc1ccccc1)N1CCN(CCc2ccccc2)CC1
20) CCC(=O)Nc1cccc(NC(=S)NC(=O)c2cccc(C)c2)c1
21) CCc1ccc(Nc2nc3ccccc3c(=O)s2)cc1
22) CCOc1ccc(-c2csc(NC(=O)CSC3=NC(=O)CN3C(C)=O)n2)c2ccccc12
23) Cc1ccc(C)n1-c1nccc(-c2cccs2)n1
24) C=CCN(CC=C)CCOc1ccccc1F

Compound,17,18,19,20,21,22,23,24
STAT3 inh,2,5,16,0,10,1,-35,-7
STAT1 blocker,8,1,-5,-27,1,4,-5,-2
Diaph act CS,1,1,1.3,0.8,0.9,0.7,0.9,1
Diaph inh CS,2,1,-32,17,6,26,11,-1
APP transl inh,-17,12,-8,-86,10,-7,6,-9
STAT3 act,102,101,90,100,93,104,140*,105
Hsp70 act,0.2,-0.1,-0.1,0.0,-0.4,-0.5,-0.2,-0.3
G6PDH counter,4,0,8,-11,5,1,3,12
STAT1 activator,92,98,102,124,99,96,104,102
TLR4-MyD88 BLA,6,9,-4,9,-2,-19,2,6

Four structures out of the list, arranged by SMILES length, high to low:
22) CCOc1ccc(-c2csc(NC(=O)CSC3=NC(=O)CN3C(C)=O)n2)c2ccccc12
19) O=C(Nc1ccccc1)N1CCN(CCc2ccccc2)CC1
21) CCc1ccc(Nc2nc3ccccc3c(=O)s2)cc1
17) COc1cccc(C(=O)N2CCN=C2SC)c1

Compound,22,19,21,17
STAT3 inh,1,16,10,2
STAT1 blocker,4,-5,1,8
Diaph act CS,0.7,1.3,0.9,1
Diaph inh CS,26,-32,6,2
APP transl inh,-7,-8,10,-17
STAT3 act,104,90,93,102
Hsp70 act,-0.5,-0.1,-0.4,0.2
G6PDH counter,1,8,5,4
STAT1 activator,96,102,99,92
TLR4-MyD88 BLA,-19,-4,-2,6

Further structures:
25) N#CCn1c(C2CCCCC2)nc2ccccc2c1=O
26) O=C(O)c1cccc(Nc2ncnc3ccccc23)c1
27) COc1ccc(C(=O)CSc2nnnn2C)c(OC)c1
28) CCCCC(=O)NC(Nc1ccc(C)cn1)(C(=O)OCC)C(F)(F)F (configuration not stated)
29) COc1ccccc1Nc1ccc([N+](=O)[O-])cn1
30) CC1=NNC(=O)C1CCC(=O)N/N=C\c1cccc(Cl)c1 (configuration not stated)
31) OCCC1CN(Cc2nc3ccccc3s2)CCN1C1CCCCC1 (configuration not stated)
32) CCCC(=O)Nc1ccc(C)c(O)c1

Compound,25,26,27,28,29,30,31,32
STAT3 inh,-15,6,12,-3,9,0,7,-6
STAT1 blocker,-4,-2,-8,3,-14,-8,-5,-10
Diaph act CS,0.9,0.9,nt,0.9,0.7,0.9,0.9,0.9
Diaph inh CS,10,8,nt,13,32,11,6,10
APP transl inh,20,-31,-20,3,-28,-1,8,-14
STAT3 act,118,98,91,105,93,102,98,103
Hsp70 act,-0.3,-0.2,0.0,-0.1,-0.1,-0.1,-0.1,0.2
G6PDH counter,5,1,10,3,10,-5,27,1
STAT1 activator,103,100,107,97,114,106,103,109
TLR4-MyD88 BLA,-14,-5,8,0,-1,2,5,3

33) COc1ccc(Nc2nc(NCCO)nc(OC)n2)cc1
34) COc1ccccc1C(=O)N1CCN=C1SCc1cccnc1
35) O=C(CNS(=O)(=O)c1ccccc1)OCc1cccc([N+](=O)[O-])c1
36) CC1CC(O)(Cc2ccccc2)C(C)CN1C (configuration not stated)
37) COc1ccc(N2CC(C(=O)N/N=C/c3ccc([N+](=O)[O-])cc3)CC2=O)cc1 (configuration not stated)
38) COc1ccc(Cn2c(=O)[nH]c3cc(C(=O)NC4CCN(Cc5ccccc5)CC4)ccc32)cc1
39) Cc1cccc[n+]1CC(=O)N1c2ccccc2Sc2ccccc21
40) Cc1ccc(S(=O)(=O)n2nc(OC(=O)C3CCCCC3)cc2N)cc1

Compound,33,34,35,36,37,38,39,40
STAT3 inh,4,2,7,0,-6,32,17,-1
STAT1 blocker,-4,4,8,-2,1,13,0,11
Diaph act CS,0.9,0.9,0.8,1,1.1,0.9,1,1
Diaph inh CS,15,11,17,4,-5,5,2,2
APP transl inh,0,0,12,4,1,13,0,-16
STAT3 act,96,100,93,100,105,74,89,105
Hsp70 act,-0.3,0.1,-0.5,-0.4,-0.1,-0.3,-0.2,-0.1
G6PDH counter,16,1,21,8,2,8,1,0
STAT1 activator,103,97,93,105,99,88,99,90
TLR4-MyD88 BLA,-10,-8,-19,-8,8,-5,7,2

41) CC(C)(C)NC(=O)C(c1cccs1)N(Cc1cccs1)C(=O)c1ccc(CN2CCOCC2)o1 (configuration not stated)
42) Cc1ccc(C(=O)NC2CCN(C(=O)N3CCOCC3)CC2)cc1
43) O=C(CN1CCC(N2CCCCC2)CC1)N1CCCc2ccccc21
44) O=S(=O)(/N=C(/Nc1ccccn1)c1ccc(Cl)cc1)c1ccc(Cl)cc1
45) O=c1c(-c2ccc(F)cc2)coc2c3c(ccc12)OCCO3
46) C/C(=N/NC(=O)CNC(=O)/C=C/c1ccco1)c1ccc(Cl)cc1
47) Cc1ccc(Cl)cc1-n1c(=O)cc(N2CC(C)OC(C)C2)[nH]c1=O (configuration not stated)
48) CC1CC(C)CN(S(=O)(=O)c2ccc(C(=O)Nc3sccc3C(N)=O)cc2)C1 (configuration not stated)

Compound,41,42,43,44,45,46,47,48
STAT3 inh,-2,0,6,2,19,14,-6,20
STAT1 blocker,-4,1,-3,-14,-30,8,2,3
Diaph act CS,0.9,0.8,0.9,0.9,1.2,1,1,0.9
Diaph inh CS,8,16,7,9,-15,3,3,8
APP transl inh,17,8,-8,-41,-18,10,6,-6
STAT3 act,104,103,96,97,88,91,110,90
Hsp70 act,-0.1,0.3,0.2,0.0,0.0,-0.1,0.9,-0.3
G6PDH counter,2,5,1,1,3,0,8,-1
STAT1 activator,102,99,103,113,128,91,98,97
TLR4-MyD88 BLA,-6,1,-10,16,-10,-2,8,-2

49) COc1ccc2cc3cc(C(=O)NCCc4ccc(OC)c(OC)c4)oc3nc2c1
50) O=C(NNC(=O)c1ccc(F)cc1)C(=O)N1CCCCC1
51) O=C(c1cc2ccccc2o1)N1CCCC1
52) Cc1cccc(NC2=C(NC(=O)c3ccccc3)C(=O)c3ccccc3C2=O)c1
53) O=C(c1cccc(Cl)c1)N1CCN(Cc2ccncc2)CC1
54) O=c1[nH]c2ccc(S(=O)(=O)N3CCCCC3)cc2o1
55) CCSc1nnc(NC(=O)c2ccccc2)s1
56) COC(=O)c1ccc(NC(=O)CSC2=NC(=O)C(c3ccccc3)C(=O)N2)cc1 (configuration not stated)
57) Cc1sc(NC(=O)C(C)C)c(C(=O)Nc2ccccc2)c1C

Compound,49,50,51,52,53,54,55,56,57
STAT3 inh,33,-4,19,-25,36,-18,17,1,9
STAT1 blocker,-11,-3,-6,-1,11,-4,-27,-3,2
Diaph act CS,1.1,0.9,1,0.7,0.9,0.9,0.8,1,1
Diaph inh CS,-12,11,4,34,10,13,16,-1,2
APP transl inh,6,4,-10,-16,-18,-3,-66,-22,-6
STAT3 act,76,101,87,121,74,116,88,97,98
Hsp70 act,-0.4,-0.1,0.1,-0.2,-0.4,0.2,-0.3,-0.3,-0.3
G6PDH counter,4,-10,7,-18,4,1,1,-2,3
STAT1 activator,110,103,104,101,91,110,124,103,99
TLR4-MyD88 BLA,-3,-2,4,-4,4,-6,-6,9,-9

Shown as a hit in STAT1 activator (from the list above):
| entry | smiles | STAT1 blocker | Diaph act CS | APP transl inh | STAT3 act | Hsp70 act | STAT1 activator | TLR4-MyD88 BLA |
| --- | --- | --- | --- | --- | --- | --- | --- | --- |
| 1 | COc1ccc(NC(=S)NC(=O)c2ccc(Br)o2)cc1 | -54 | 1 | -32 | 100 | 0.1 | 147* | 18 |
